# RXFP1 ag – qHTS Assay for Agonists of the Relaxin Receptor RXFP1; Relaxin receptor 1 (Homo sapiens), Q9HBX9; HEK293T-RXFP1 cAMP TR-FRET, 30 min; response scale: percent of porcine relaxin response, buffer zero; Potency, µM (highest dose often 57.5 µM), without a hit: at the highest dose activation, usual class: activators; 370,000 compounds, 0.3% hits; AID 2676, 2010; note: potency is the fitted concentration of half-maximal effect; % is set by controls: 0 for no effect and ±100 for the full control effect; nearly all actives have a fitted effect of over 60% in size; many of its hits are not listed in these tables
#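 Agonist response is measured as cAMP accumulation in an RXFP1-transfected HEK293T line under PDE4 inhibition. Values are scaled between buffer-only and 29 nM porcine relaxin, and EC50s come from standard Hill equation fits.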
# LDHA block – qHTS assay for inhibitors of human lactate dehydrogenase | purified LDHA, NADH/diaphorase-resazurin fluorescence; hits give low values | activity change, % (values are at about 110 or 230 µM) | 480,000 compounds, 0.15% hits | AID 1347041, 2019; in the data active = activity change below about -30%; inconclusive = mostly about -25% to -30%;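 note: plate controls were DMSO wells for no effect and wells without enzyme for full effect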
#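 Human LDH5 (2 nM) was incubated with 0.06 mM NADH and 0.2 mM pyruvate for 5 min at room temperature in Tris pH 7.4. Remaining NADH was coupled through diaphorase/resazurin, and resorufin fluorescence was read at 0 and 20 min.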
# D1 ag – Allosteric Agonists of the Human D1 Dopamine Receptor: qHTS; D(1A) dopamine receptor (Homo sapiens), P21728; activation, % at 2 µM; 360,000 compounds, 1% hits; HEK293 T-REx D1 cells, calcium flux, agonist mode; AID 504660, 2011; in the data active = activation above about 30%; note: 0% is about no effect
# Target sequence (P21728 whole entry, looked up): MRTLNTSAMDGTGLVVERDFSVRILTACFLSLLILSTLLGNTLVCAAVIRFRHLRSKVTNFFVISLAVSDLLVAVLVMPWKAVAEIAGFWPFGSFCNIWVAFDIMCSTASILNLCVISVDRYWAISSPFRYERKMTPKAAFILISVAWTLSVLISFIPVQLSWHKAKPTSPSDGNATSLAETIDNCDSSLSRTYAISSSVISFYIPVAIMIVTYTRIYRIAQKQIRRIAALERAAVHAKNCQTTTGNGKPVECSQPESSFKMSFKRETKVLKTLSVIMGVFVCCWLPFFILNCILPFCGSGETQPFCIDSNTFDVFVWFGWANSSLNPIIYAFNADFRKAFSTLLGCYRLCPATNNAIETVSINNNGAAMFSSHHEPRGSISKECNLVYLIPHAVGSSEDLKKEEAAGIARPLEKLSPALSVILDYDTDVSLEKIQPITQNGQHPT
#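 Agonism was scored from calcium flux recorded over 180 s (1 read/s) after pintool compound addition, following a 10-cycle baseline. Cells were inducible force-coupled HEK293 TREx D1, plated overnight at 30 C and loaded with no-wash calcium dye.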
# Vif-A3F inh – qHTS for Inhibitors of Vif-A3F Interactions: qHTS | 390,000 compounds, 0.2% hits | HeLa A3F-eYFP + Vif (tagged APOBEC3F with the HIV-1 protein that degrades it), YFP fluorescence increase | Potency, µM (highest dose often 46.1 µM), for inactives: at the top dose activity, negative = active | AID 602313, 2012; note: potency is the fitted concentration of half-maximal effect; % of control where 0% means no effect; nearly all actives have a fitted effect of over 65% in size
#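 HeLa cells stably expressing A3F-eYFP plus Vif, plated and incubated overnight at 37 deg C, then exposed to compounds overnight at 37 deg C. Blocked degradation read as raised yellow fluorescence (Ex 488/Em 500-530).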
# Vif-APOBEC3G blk – qHTS for Inhibitors of Vif-A3G Interactions: qHTS; DNA dC->dU-editing enzyme APOBEC-3G (Homo sapiens), Q9HC16; HeLa A3G-eYFP + Vif (tagged APOBEC3G with the HIV-1 protein that degrades it), YFP fluorescence, overnight; Potency, µM (top dose mostly 46.1 µM), inactives show at the highest dose activity, negative = active, hits mostly inhibitors; 410,000 compounds, 0.076% hits;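 note: potency is the fitted concentration of half-maximal effect; % is set by controls: 0 for no effect and ±100 for the full control effect; nearly all actives have a fitted effect of over 60% in size; hits raise eYFP signal because A3G escapes Vif-driven loss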
#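 Read-out is eYFP fluorescence (Ex 488/Em 500-530) from Vif-expressing HeLa A3G-eYFP cells; more signal means A3G escaped Vif-mediated degradation. Cells plated overnight, compound pinned in, incubated overnight at 37 deg C.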
# D1 antagonist – Antagonist of Human D 1 Dopamine Receptor: qHTS; D(1A) dopamine receptor (Homo sapiens), P21728; HEK293 TREx D1 cells, calcium flux, dopamine EC80; hits give low values; AID 504652, 2011; 360,000 compounds, 3.2% hits; activity change, negative = inhibition, % at 10 µM; in the data active = activity change below about -30%; note: % is set by controls: 0 for no effect and ±100 for the full control effect
#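 Allosteric or orthosteric antagonism assessed as attenuation of the calcium response to EC80 dopamine, added 180 s after compound, in induced HEK293 Trex D1 cells loaded with no-wash calcium dye.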
# D2 potentiator – HTS Assay for Positive Allosteric Modulators of the Human D2 Dopamine Receptor: Primary Screen for Potentiators | D(2) dopamine receptor (Homo sapiens), P14416 | HEK293 T-REx D2, calcium flux, EC20 dopamine potentiation | potentiation, % at 10 µM | 340,000 compounds, 0.34% hits | AID 485347, 2010;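 active = potentiation over 3 SD above the plate norm, cut at about 30% in these data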; note: 0% is about no effect
# Target sequence (P14416 whole entry, looked up): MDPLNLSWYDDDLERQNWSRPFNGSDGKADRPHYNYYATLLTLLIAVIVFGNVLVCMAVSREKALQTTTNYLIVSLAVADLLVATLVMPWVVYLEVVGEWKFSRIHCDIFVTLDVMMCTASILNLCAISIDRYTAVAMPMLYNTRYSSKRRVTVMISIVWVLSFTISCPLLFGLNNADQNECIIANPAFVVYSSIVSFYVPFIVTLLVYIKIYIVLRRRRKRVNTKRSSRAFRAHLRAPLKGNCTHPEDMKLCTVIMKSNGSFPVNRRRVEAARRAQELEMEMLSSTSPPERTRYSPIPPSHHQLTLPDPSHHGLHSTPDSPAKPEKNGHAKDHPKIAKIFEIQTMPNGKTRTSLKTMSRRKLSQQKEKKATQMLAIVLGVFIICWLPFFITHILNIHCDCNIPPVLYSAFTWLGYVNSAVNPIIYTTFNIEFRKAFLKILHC
#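 Cells plated with tetracycline inducer and held overnight at 30 C; calcium dye loaded 30–90 min at room temperature; baseline taken, compound added and read 180 s; EC20 dopamine then added and read 180 s.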
# D1 PAM – Potentiators of Human D1 Dopamine Receptor: qHTS; D(1A) dopamine receptor (Homo sapiens), P21728; HEK293 TREx D1 cells, calcium flux, dopamine EC20 potentiation; potentiation, % at 10 µM; 360,000 compounds, 0.036% hits; AID 504651, 2011; in the data active = potentiation above about 30%; note: 0% is about no effect
# Glioma ERSR ind – qHTS for Inducers of the Endoplasmic Reticulum Stress Response (ERSR) in Human Glioma: qHTS. U87-MG GRP78 promoter luciferase reporter, 16 h. Potency, µM, inactives show at the highest dose activation, actives largely listed as activators. 420,000 compounds, 0.02% hits. AID 602332, 2012; note: potency is the fitted concentration of half-maximal effect; series mostly up to about 76 µM; % of control where 0% means no effect; nearly all actives have a fitted effect of over 35% in size
#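 Stably transfected U87-MG human glioma cells carrying a GRP78-based luminescent sensor were seeded at 1000 cells/well, pin-dosed with compounds and incubated 16 h. Luciferase reagent was then added, and end-point luminescence was read after 10 min at room temperature.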
# Numbers without * were called inactive; ? = inconclusive; . = not tested or not shown. Unless noted, calls come from the whole dose curve; as a rule, active = well fitted curve in the direction sought with a large enough effect; inconclusive = small, poorly fitted or top-dose-only effect, or another doubt; inactive = no such curve, though single readings can be large; an effect the other way counts as inactive or inconclusive. Not all compounds are listed; count on the stated rates, not on these rows.
Structure	D1 PAM	Vif-APOBEC3G blk	LDHA block	Vif-A3F inh	D1 antagonist	Glioma ERSR ind	D1 ag	D2 potentiator	RXFP1 ag
O=C(NCC(c1cccs1)N1CCOCC1)c1ccc([N+](=O)[O-])cc1 (centres undefined)	1.1	-1.7%	-4.8	-7.4%	-8.4	-4.5%	4.2	-8.5	3.4%
Cc1ccc(S(=O)(=O)NCCc2cc3ccc(C)c(C)c3[nH]c2=O)cc1	1.4	2.3%	-2.3	-4.1%	-23.3	-1.4%	11.6	-2.4	-0.8%
COc1ccc(N2CCN(CC(=O)N3c4ccccc4CC3C)CC2)cc1 (centres undefined)	-2.5	0.4%	-18.1	4.9%	4.9	-3.3%	2.2	-1.7	2.0%
O=C(CSc1ccccn1)Nc1ccc(Cl)cn1	1.6	5.9%	-2.3	2.2%	-2.8	5.5%	0.0	-4.1	-0.9%
CN1/C(=C\C(=O)c2cccs2)Sc2ccccc21	-2.5	-13.5%	-8.3	0.0%	3.1	-9.4%	2.6	0.9	0.0%
O=C(COC(=O)Cc1ccc(Cl)c(Cl)c1)NCc1ccco1	-6.4	-0.3%	-4.0	4.4%	-28.5	-2.5%	1.7	9.4	0.7%
CC(NC(=O)CCCn1cc([N+](=O)[O-])cn1)c1ccccc1 (centres undefined)	-7.5	0.9%	-2.1	5.6%	11.9	-2.6%	5.7	-1.7	0.1%
CCCn1c(SCC(=O)c2ccc3c(c2)OCCO3)nnc1C(C)C	-0.8	2.4%	-6.9	3.2%	-5.1	?	4.0	-12.8	0.7%
COc1ccc([N+](=O)[O-])cc1NC(=O)CSCc1ccccc1	-6.0	0.1%	-2.8	7.9%	-29.3	-1.5%	-0.3	-0.8	0.0%
CCCN1CCN(CCCNC(=O)c2ccccc2NC(=O)C2=C(C)OCCS2)CC1	2.1	-4.5%	-8.2	-7.1%	2.7	-1.0%	2.2	-5.4	-0.7%
CCCCNC(=O)Cn1nc(-c2ccc(C)cc2)ccc1=O	0.5	-5.4%	-0.6	3.8%	0.1	0.7%	0.3	.	2.8%
O=S(=O)(CC(O)COc1ccccc1Cl)c1ccccc1 (centres undefined)	-3.8	-4.6%	-6.2	-0.9%	6.6	4.6%	3.0	9.2	1.6%
O=C(O)c1[nH]c2ccccc2c1C(c1cccc(O)c1)c1c(C(=O)O)[nH]c2ccccc12	-3.3	0.8%	-4.1	3.4%	-7.5	0.5%	3.1	3.1	-1.4%
COc1ccc(CN(C)C[C@H]2OCCCC[C@@H](C)Oc3ccc(NS(C)(=O)=O)cc3C(=O)N([C@H](C)CO)C[C@@H]2C)cc1	.	0.1%	-3.4	3.9%	.	-3.5%	.	.	.
COc1ccccc1-c1nnc(SCC(=O)NCc2c(C)c(Cl)cc(C(C)C)c2O)o1	-8.2	0.5%	1.2	-5.1%	26.6	-3.1%	1.3	9.0	-0.6%
CCN(CCO)Cc1csc2cccc(Br)c12	-1.5	0.2%	-4.6	3.5%	-12.3	-3.7%	0.4	15.0	0.8%
COc1ccc(/C=C/C(=O)OCC(=O)c2c(N)n(C)c(=O)n(C)c2=O)cc1	1.4	1.2%	0.6	-11.6%	-32.2*	-2.8%	13.4	2.6	4.9%
O=C(NCC1CCCO1)C1CCN(S(=O)(=O)c2cc(Cl)ccc2Cl)CC1 (centres undefined)	-1.1	1.4%	-8.3	-5.2%	-2.8	2.0%	5.4	-5.3	-0.3%
CCN(CC)c1nc2cc(C)ccc2cc1/C=C(\C#N)C(N)=O	6.4	1.7%	1.4	-9.5%	-2.9	5.7%	4.5	-5.1	10.2%
Cc1cc(SCC(=O)Nc2cccc(S(=O)(=O)NC3=NCCCCC3)c2)c(C)cc1Br	-0.7	-8.1%	-4.6	11.1%	1.2	-7.0%	4.4	-2.8	1.3%
CN(C(=O)Cn1cccc1C1=NC(c2ccccc2)CO1)c1ccccc1 (centres undefined)	0.6	1.5%	-2.1	-12.3%	7.1	-0.4%	8.4	-12.0	-1.0%
O=C(O)CCN(Cc1ccccc1)S(=O)(=O)c1ccc(Cl)cc1F	-2.4	-0.4%	-2.0	10.9%	-37.9*	-1.5%	1.6	-13.6	3.4%
Cc1ccnc(SCc2cc(=O)c(OC(=O)c3ccc(Cl)c([N+](=O)[O-])c3)co2)n1	0.3	-4.4%	1.1	-19.7%	-4.1	-5.4%	1.6	3.4	7.1%
Cc1ccc(/C(O)=C/c2nc3ccccc3oc2=O)cc1	-0.5	?	21.9	?	-2.7	?	8.2	4.8	0.9%
O=C(CCCCCN1C(=O)c2cccc([N+](=O)[O-])c2C1=O)NCCc1ccccc1	.	0.2%	-2.8	-3.5%	.	0.7%	.	.	.

# Further compounds follow.
Structure	D1 PAM	Vif-APOBEC3G blk	LDHA block	Vif-A3F inh	D1 antagonist	Glioma ERSR ind	D1 ag	D2 potentiator	RXFP1 ag
COc1ccccc1C(=O)NCCC(=O)NCC1CCCCC1	.	0.7%	-1.9	-32.4%	.	-2.2%	.	.	.
COC(=O)c1ccccc1NC(=O)CSc1c2c(nc3ccc(Cl)cc13)CCCC2	1.6	-1.5%	-8.0	0.0%	-12.7	4.0%	0.6	-0.5	4.0%
CC(C)c1nc(NCCN2CCOCC2)c(C#N)c2c1COC(C)(C)C2	1.0	1.5%	-2.7	.	10.7	-4.6%	-0.3	-5.4	4.6%
CC1CCN(c2ccc3nnc(CCC(=O)Nc4cc(F)ccc4F)n3n2)CC1	-7.7	-6.2%	-3.7	1.3%	-8.1	-5.3%	2.8	-5.5	0.1%
CCn1ncc(C2=NOC(C(=O)NCC(C)C)C2)c1C (centres undefined)	-4.0	1.3%	-3.2	-6.0%	12.0	-2.6%	1.3	10.1	2.1%
COC(=O)c1ccc2c(c1)SC1=C(CCCC1=O)N2	-4.3	0.7%	-1.4	-12.0%	-4.9	9.1%	2.9	3.8	-1.3%
Cc1ccc(NC(=O)C2CCCN2C(=O)Oc2ccccc2)cc1C (centres undefined)	-0.4	-5.9%	-2.3	2.1%	1.5	-3.8%	0.2	-3.7	0.1%
O=C1/C(=C/c2cccnc2)SC(=S)N1CC1CCCO1 (centres undefined)	8.1	-19.2%	1.9	7.7%	-9.1	-1.7%	3.9	-0.2	1.6%
O=C(c1cc(-c2cccc(Cl)c2)on1)N1CCN(c2ccc(F)cc2)CC1	-5.8	-1.6%	-2.7	12.2%	0.3	-2.1%	1.9	-6.0	-1.7%
O=C(Nc1ccc(NS(=O)(=O)c2ccccc2)c(Cl)c1)c1ccccc1	.	-12.0%	-1.1	0.4%	.	5.6%	.	.	.
CCOc1ccc(N(Cc2ccccc2)C(=O)c2nc(SCC)ncc2Cl)cc1	-1.2	.	-0.2	.	-9.7	.	28.5	3.8	-1.4%
CC(C)(O)C#Cc1ccc(C(=O)N2CCN(c3ccc(F)cc3)CC2)cc1	2.1	0.7%	-5.6	5.5%	-2.3	2.0%	2.4	9.0	-0.5%
O=C(NC(c1ccccc1)c1ccccc1)N1CCN(CCO)CC1	1.6	-0.7%	2.7	-4.9%	5.8	-0.5%	1.9	-5.8	-1.5%
Cn1c(C=O)c(C#CC(C)(C)O)c2ccccc21	6.5	-3.7%	-5.1	-0.3%	.	-3.7%	-4.0	4.1	1.2%
Cc1cccc(S(=O)(=O)N2CN(CC3CCCO3)c3nc4ccccc4nc32)c1 (centres undefined)	3.0	-1.4%	0.0	-3.7%	5.0	-4.4%	2.1	-2.8	3.8%
CN1OC[C@@H]2CN(C(=O)CCc3ccccc3)[C@H](c3cccc(Oc4ccccc4)c3)C[C@@H]21	.	-2.5%	8.1	0.6%	.	-0.6%	.	.	.
CCc1cc2c(=O)n(C(C)C(=O)OC3CCCCC3)cnc2s1 (centres undefined)	-10.8	-6.9%	1.1	-0.5%	6.3	9.3%	-1.0	1.6	0.5%
Cc1cc(C)c(S(=O)(=O)NCc2ccc3c(c2)OCO3)cc1C	-1.1	0.2%	1.9	0.7%	2.1	-1.2%	4.8	-10.1	1.7%
CCN(Cc1ccccc1)S(=O)(=O)c1ccc(C(=O)Nc2nnc(-c3ccccc3OC)o2)cc1	12.4	-14.4%	-4.4	-1.5%	-12.3	-5.5%	4.3	-2.2	0.4%
CC(=O)Nc1ccc(NC(=O)COC(=O)c2c(C)nn(-c3ccccc3)c2C)cc1	-2.9	-0.1%	-3.7	2.9%	11.8	1.7%	2.6	11.7	-1.1%
CCCCn1[nH]c(-c2ccccc2)cc1=O	-5.8	-14.0%	-6.7	1.7%	-19.9	-1.1%	28.7	4.3	0.8%
O=C(NCc1ccc(Cl)cc1)C1CCN(S(=O)(=O)c2ccc(N3CCCC3=O)cc2)CC1	-5.6	1.3%	-19.2	-8.4%	-13.6	-7.7%	7.2	10.1	3.6%
CCOc1ccccc1N1C(=O)CC(Sc2ccccc2N)C1=O (centres undefined)	.	-5.2%	1.3	-0.1%	.	-0.6%	.	.	.
CCOc1ccc(NC(=O)CCn2c(=O)[nH]c3ccsc3c2=O)cc1	-5.8	-3.8%	-1.8	-5.7%	-9.2	-3.3%	1.0	36.5*	0.9%
CC(C)(C)c1ccccc1N=Cc1ccc2ccccc2n1	5.2	-8.8%	-1.0	-5.9%	20.0	1.6%	3.5	-12.1	-0.9%

# Compound activity from PubChem BioAssay.
